Screening data from PubChem.
West Nile virus CPE – West Nile virus antiviral activity, cell-based, CPE readout (AID 1621); West Nile virus-infected cells, CPE inhibition; higher % means a stronger effect; one-dose CPE inhibition, % at 10 µM; IC50 in µM for titrated hits; 0.02% of 290,000 active; in the data active means a potency from the dose series; inconclusive means CPE inhibition mostly from about 3.7% at the one dose, without a potency; inactive means the rest, 99 in 100 with CPE inhibition below about 2.2%; further: strong numbers were not always called active
NS5 inhibitors – Dengue-2 NS5 methyltransferase inhibitors, primary screen, biochemical, confirmation dose response (AID 588689). Genome polyprotein (Dengue virus type 2 (strain 16681-PDK53)). Dengue-2 NS5 methyltransferase capping enzyme assay, biochemical; higher % means a stronger effect. inhibition, % at 25 µM; hits with a dose series show IC50 in µM. 0.3% of 340,000 active; in the data active means a potency from the dose series; inconclusive means inhibition above about 29% without an active follow-up result
KOR beta-arrestin-1 – KOR agonists, beta-arrestin recruitment, primary screen, cell-based, luminescence, uHTS (AID 1777); Kappa-type opioid receptor (Homo sapiens); KOR beta-arrestin recruitment, luminescence; higher % means a stronger effect; activation, % at 10 µM, or EC50 in µM where a hit was titrated; 0.02% of 280,000 active; in the data active means activation above about 50%, passing the limit was not always enough; further: a part of the inactive calls stands beside numbers as strong as those of hits
HIV peptide binding – inhibitors of HIV fusion peptide binding, primary screen, biochemical, uHTS, fluorescence dequenching (AID 1986); cell-free peptide binding, fluorescence dequenching, 30 min; higher % means a stronger effect; one-dose inhibition, % at 20 µM; IC50 in µM for titrated hits; 0.3% of 290,000 active; in the data active means inhibition mostly above about 52%, no sharp cut-off; inactive means mostly below about 76%; further: some results filed as inactive read as strong as hits
NOD1 inhibition – NOD1 signaling inhibitors, primary screen, cell-based, luminescence, uHTS (AID 1578). NOD1-driven NF-kB luciferase reporter cells, luminescence; higher % means a stronger effect. inhibition, % at 4 µM, or EC50 in µM where a hit was titrated. 1% of 290,000 active; in the data active means inhibition mostly above about 36%, no sharp cut-off; inactive means mostly below about 34%;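 further: HEK-293T reporter cells stimulated with the NOD1 agonist gamma-tri-DAP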
NOD2 inhibition – NOD2 signaling inhibitors, cell-based, luminescence, uHTS, HEK293 (AID 1566); 0.63% of 290,000 active; HEK293 NOD2/NF-kB luciferase reporter, luminescence; higher % means a stronger effect; one-dose inhibition, % at 4 µM; EC50 in µM for titrated hits; further: many of its hits are not listed in these tables
AID2073 – inhibitors of Mint1-CaV2.2 protein interaction, biochemical, HTRF (AID 2073) | 0.19% of 290,000 active | HTRF protein-protein interaction, Mint1-CaV2.2; higher % means a stronger effect | inhibition, % at 20 µM, or IC50 in µM where a hit was titrated; in the data active means inhibition mostly above about 51%, no sharp cut-off; inconclusive means no clear call, values can overlap the other calls; inactive means mostly below about 53%; further: some results filed as inactive read as strong as hits
KOR beta-arrestin-2 – KOR antagonists, beta-arrestin recruitment, cell-based, luminescence, uHTS (AID 1778); Kappa-type opioid receptor (Homo sapiens); KOR beta-arrestin recruitment, luminescence, antagonist mode; higher % means a stronger effect; inhibition, % at 10 µM, or IC50 in µM where a hit was titrated; 0.091% of 290,000 active; further: strong numbers were not always called active
Yfh1-depleted yeast – enhancers of respiration in Yfh1-depleted yeast, dose response, Friedreich's ataxia, plus single-dose screen (AID 1465) | S. cerevisiae Yfh1-off respiration, WST-1 reduction, 72 h; higher fold induction means a stronger effect | fold induction at 50 µM; hits with a dose series show EC50 in µM | 0.074% of 220,000 active;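 active means fold induction of absorbance versus untreated yeast above a set limit, then at least 30% activation at any dose in follow-up; inconclusive means repeats straddling the limit, or above it without dose testing; inactive means fold induction below the set limit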;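 further: activators that raise dye reduction in frataxin-depleted yeast; strong numbers were not always called active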
Active calls of the source: *; i = inactive; ? = inconclusive; nt = no result given; [ ] = another dose, or the depositor's remark. Unless noted, no stated cut-off is given here; in the data, active means inhibition above about 50%; inactive means the rest. Only part of the results is shown (hit frequency here may not be typical).

SMILES	West Nile virus CPE	NS5 inhibitors	KOR beta-arrestin-1	HIV peptide binding	NOD1 inhibition	NOD2 inhibition	AID2073	KOR beta-arrestin-2	Yfh1-depleted yeast
CCC(CC)C(=O)NCc1ccc(OC)cc1	0.0%	-4%	-1.7%	0.6%	-18%	10%	0%	-3%	i
O=C1CCN(Cc2ccccc2)CCN1[C@H](CSc1ccccc1)Cc1ccccc1	-1.1%	6%	-2.7%	1.2%	-12%	7%	-2%	-40%[20 µM]	nt
CS(=O)(=O)N1CCN(C(=O)c2csc3ccccc23)CC1	0.6%	-1%	-3.4%	-1.0%	-9%	8%	-9%	8%	i
CC(=O)Nc1ccc(S(=O)(=O)Nc2cccc(-c3cn4c(n3)SCC4)c2)cc1	0.4%	0%	-4.8%	-0.1%	-15%	4%	4%	-3%	i
CCCc1nnc(NC(=O)CCC(=O)NC2CCCCCC2)s1	-0.3%	-10%	7.7%	-0.3%	-3%	9%	4%	-20%	nt
Cc1ccc(S(=O)(=O)N(Cc2ccccc2)C(C)C)cc1	-1.0%	1%	-2.1%	0.0%	-19%	-18%	-2%	-61%[20 µM]	nt
Cc1nc2cc(C(F)(F)F)ccc2n1C1CCN(C(=O)N2CCOCC2)CC1	0.4%	2%	5.4%	-1.1%	-1%	2%	30%	9%	i
CC1CCCCN1S(=O)(=O)c1ccc(C(=O)Nc2nnc(C3CC3)o2)cc1 (configuration not stated)	0.8%	-7%	3.5%	3.4%	-3%	20%	-2%	14%	nt
CCN(CC(=O)Nc1cccc(Br)c1)Cc1nc2ccccc2c(=O)[nH]1	-0.4%	-4%	-7.4%	-0.8%	9%	-1%	8%	-11%	i
CCOc1ccc(-n2ccc(=O)c(C(=O)Nc3ccc(S(=O)(=O)N4CCOCC4)cc3)n2)cc1	-1.2%	-11%	-0.2%	0.9%	-10%	9%	33%	-18%	nt
Cc1ccccc1-n1c(O)cc(=O)[nH]c1=S	0.1%	-5%	nt	20%	-31%	-8%	-3%	-22%[20 µM]	i
CC1CC(C)CN(S(=O)(=O)c2ccc(C(C)(C)C)cc2)C1 (configuration not stated)	-0.5%	1%	-0.1%	-1.2%	-2%	11%	-6%	-35%[20 µM]	i
CN1c2ccccc2C(=O)NC1c1ccc(Cl)cc1 (configuration not stated)	-0.3%	-3%	3.0%	-0.3%	-48%	-3%	10%	-27%	i
Cc1ccc(S(=O)(=O)N2CCN(C3CC(=O)N(Cc4ccccc4)C3=O)CC2)cc1C (configuration not stated)	-0.4%	-5%	-3.5%	-1.4%	-27%	4%	9%	9%	i
O=C(CN(c1ccc(Cl)cc1)S(=O)(=O)c1ccccc1)N/N=C/c1ccco1	0.6%	4%	-4.4%	2.9%	2%	2%	3%	0%	i
COc1ccc(N(CC(=O)Nc2ccc3c(c2)OCCO3)S(C)(=O)=O)c(OC)c1	-0.9%	0%	5.9%	-3.7%	-8%	14%	-2%	34%	i
O=C(NNC(=S)Nc1ccc(Cl)cc1)c1ccccc1OC(F)F	-1.8%	-10%	-0.2%	5.2%	-12%	14%	-7%	-29%	i
C=CCn1c(Cc2ccc(OC)cc2)nnc1SCc1nc2ccccc2c(=O)[nH]1	-0.7%	-2%	0.9%	3.7%	nt	-4%	-5%	15%	i
Cc1ccccc1C(=O)Nc1ccc(N2CCOCC2)nc1	0.3%	-3%	0.6%	1.0%	-10%	-11%	4%	-3%	i
CC(=C/C(=O)O)/C=C/c1ccc(Cl)o1	0.2%	20%	-6.6%	24%	-11%	23%	5%	-15%	i
CCOC(=O)N1CCN(c2c(NCCCN(C)c3ccccc3)c(=O)c2=O)CC1	0.2%	-5%	-9.3%	-1.9%	20%	16%	5%	28%	i
Cc1ccccc1Nc1nc(N)nc(CN(C)Cc2ccccc2Cl)n1	-0.8%	-8%	4.3%	1.8%	-41%	-5%	1%	-25%	i
COc1ccc(S(=O)(=O)N2CCC(C(=O)NCc3ccccn3)CC2)cc1OC	-0.2%	-4%	-3.9%	25%	-21%	-8%	0%	0%	i
CCOC(=O)C1CCN(S(=O)(=O)c2ccc(OCC(=O)OC)cc2)CC1	-0.3%	-1%	4.9%	2.5%	-28%	-5%	3%	-33%	i
O=C(Nc1ccc2c(c1)OCCO2)c1cccnc1	1.5%	10%	6.5%	3.2%	-48%	-7%	?	-6%	i

Other results
SMILES	West Nile virus CPE	NS5 inhibitors	KOR beta-arrestin-1	HIV peptide binding	NOD1 inhibition	NOD2 inhibition	AID2073	KOR beta-arrestin-2	Yfh1-depleted yeast
COc1ccccc1NS(=O)(=O)c1cccc(C(=O)N/N=C(\C)c2ccc3c(c2)OCCO3)c1	-0.5%	-5%	-1.4%	1.3%	12%	22%	-4%	nt	i
N#C/C(=C\c1ccc(OCCN2CCOCC2)cc1)C(=O)Nc1ccc(S(N)(=O)=O)cc1	-0.5%	-3%	2.5%	2.4%	-22%	12%	7.7µM*	40%	nt
Cc1ccc(CN(C(=O)c2cc(=O)c3cc(Cl)c(C)cc3o2)C2CCS(=O)(=O)C2)cc1 (configuration not stated)	-1.2%	-7%	2.2%	-1.7%	-27%	0%	-2%	-5%	i
CCOC(=O)c1sc(NC(=O)C2CCC2)cc1C	-0.4%	-5%	-1.5%	-0.6%	-27%	-2%	11%	-24%	i
Cc1cc(NS(=O)(=O)c2ccc(NC(=S)NC(=O)c3ccc(C(C)(C)C)cc3)cc2)no1	0.3%	-7%	0.7%	33%	-29%	-12%	-12%	-72%	i
CC1(C)SC2c3ccccc3C(=O)N2[C@@H]1C(=O)NCc1ccco1 (some centres not stated)	0.8%	1%	3.7%	3.7%	-1%	7%	-2%	3%	i
Cc1ccc(S(=O)(=O)NCc2cccnc2)cc1	-0.2%	2%	-8.0%	1.6%	-28%	11%	-6%	-30%[20 µM]	nt
COc1ccc(C)cc1S(=O)(=O)NCCC1=CCCCC1	-0.8%	4%	1.2%	0.6%	-16%	-12%	0%	21%	i
COC(=O)C1CCN(C(=O)c2sc3nc(-c4ccc(F)cc4)cn3c2C)CC1	-0.3%	-12%	-1.3%	-4.0%	6%	2%	-9%	-36%	i
Cn1ccsc1=NC(=O)c1ccc(Cl)c([N+](=O)[O-])c1	0.7%	-8%	-0.3%	-3.9%	3%	6%	17%	-6%	nt
COc1ccc(CCN2C(=O)c3ccncc3C2=O)cc1OC	0.3%	4%	0.9%	-2.5%	9%	-24%	9%	29%	i
CC(C)CCNC(=O)C1CCN(S(=O)(=O)c2ccc3c(c2)CCC(=O)N3)CC1	0.3%	-1%	-16%	7.9%	-10%	-18%	7%	16%	i
O=C(COC(=O)CCCN=C1NS(=O)(=O)c2ccccc21)NC(=O)NC1CCCC1	0.4%	-6%	3.7%	2.7%	-26%	5%	0%	-4%	i
O=C(CSc1ccccn1)N1CCN(c2ccccc2)CC1	-0.7%	1%	-1.3%	-1.5%	-20%	-14%	26%	-13%	i
CC(=O)Nc1ccc(O)c(-c2nc3ccccc3s2)c1	-0.1%	-52%	-0.2%	-0.7%	-41%	-118%	36%	-45%	i
C=CC(=O)NC(NC(=O)C=C)c1ccc(Br)cc1	-1.0%	-7%	-1.2%	-0.4%	6%	9%	1%	10%	i
O=C(O)c1ccc(N/N=C/c2cn(Cc3ccc(F)cc3)c3ccccc23)cc1	0.7%	9%	-1.7%	47%	-4%	-139%	18%	-5%	i
CC1CCN(C(=O)Cn2nc(C(F)(F)F)c3c2CCCC3)CC1	0.0%	-1%	-3.0%	0.4%	8%	-1%	0%	10%	i
O=C(CN(c1ccccc1F)S(=O)(=O)c1ccccc1)Nc1ccccc1C(=O)N1CCOCC1	-0.1%	-1%	0.9%	1.0%	-16%	5%	-5%	6%	i
Cc1cccc2c1nc(-c1ccccc1)n1nnnc21	0.0%	-6%	9.1%	11%	-4%	8%	8%	-24%	i
COc1cc2c(C(=O)N3CCCc4ccccc43)cn(C)c(=O)c2cc1OC	0.7%	-3%	0.7%	0.5%	15%	3%	-4%	-73%	i
Cc1nnc(N/N=C/c2cccc(OCc3ccc(Cl)c(Cl)c3)c2)n1N	0.4%	5%	8.5%	-0.4%	-30%	-112%	-8%	-4%	i
O=[N+]([O-])c1cc2c(cc1/C=N\NS(=O)(=O)c1ccccc1)OCO2	0.1%	-5%	-3.0%	18%	-8%	0%	-3%	-15%	i
COc1cccc(C(=O)N[C@@H](CCSC)c2nc3ccccc3[nH]2)c1	0.0%	-7%	-2.1%	0.1%	-14%	-5%	-5%	-1%	i
Cc1cc(NC(=O)COC(=O)[C@H](C)NC(=O)c2ccccc2)no1	0.0%	-6%	2.1%	0.7%	-6%	-4%	32%	-1%	i
COc1ccc(C(CC(=O)O)NC(=O)COc2ccc(C)cc2)cc1OC (configuration not stated)	0.4%	-7%	1.3%	2.7%	-36%	10%	0%	-1%	i
CCOC(=O)/C(N=Nc1ccc2c(c1)OCO2)=C(\C)O	0.0%	-5%	-6.3%	-1.8%	-38%	-86%	4%	17%	i
CCN(CC(=O)Nc1ccc(N2CCOCC2)cc1)C(=O)c1ccc(C#N)cc1	-0.5%	-2%	1.3%	-1.5%	-40%	0%	7%	0%	i
CCN(CC)CC#CCC(C)(c1ccccc1)c1ccccc1	-1.4%	-1%	6.3%	-0.5%	17%	14%	?	-30%	i
Cc1cc(N2CCN(S(=O)(=O)c3ccccc3)CC2)c2ccccc2n1	-0.9%	-4%	17%	2.5%	14%	21%	-2%	-37%	i

Arranged by the number under NS5 inhibitors (ascending): 5 from the list above
smiles | West Nile virus CPE | NS5 inhibitors | KOR beta-arrestin-1 | HIV peptide binding | NOD1 inhibition | NOD2 inhibition | AID2073 | KOR beta-arrestin-2
CC(=O)Nc1ccc(O)c(-c2nc3ccccc3s2)c1 | -0.1% | -52% | -0.2% | -0.7% | -41% | -118% | 36% | -45%
Cn1ccsc1=NC(=O)c1ccc(Cl)c([N+](=O)[O-])c1 | 0.7% | -8% | -0.3% | -3.9% | 3% | 6% | 17% | -6%
Cc1ccc(CN(C(=O)c2cc(=O)c3cc(Cl)c(C)cc3o2)C2CCS(=O)(=O)C2)cc1 (configuration not stated) | -1.2% | -7% | 2.2% | -1.7% | -27% | 0% | -2% | -5%
N#C/C(=C\c1ccc(OCCN2CCOCC2)cc1)C(=O)Nc1ccc(S(N)(=O)=O)cc1 | -0.5% | -3% | 2.5% | 2.4% | -22% | 12% | 7.7µM* | 40%
Cc1nnc(N/N=C/c2cccc(OCc3ccc(Cl)c(Cl)c3)c2)n1N | 0.4% | 5% | 8.5% | -0.4% | -30% | -112% | -8% | -4%

Full records, looked up by structure. Order of values: West Nile virus CPE | NS5 inhibitors | KOR beta-arrestin-1 | HIV peptide binding | NOD1 inhibition | NOD2 inhibition | AID2073 | KOR beta-arrestin-2 | Yfh1-depleted yeast
Listed for Cc1nnc(N/N=C/c2cccc(OCc3ccc(Cl)c(Cl)c3)c2)n1N → 0.4% | 5% | 8.5% | -0.4% | -30% | -112% | -8% | -4% | i
Listed for O=C(O)c1ccc(N/N=C/c2cn(Cc3ccc(F)cc3)c3ccccc23)cc1 → 0.7% | 9% | -1.7% | 47% | -4% | -139% | 18% | -5% | i
